MBNL1 CUG block: inhibitors of human MBNL1 binding to CUG repeat RNA; Potency, µM (titrated, usually from 57.5 µM), for inactives: top-dose activity change, negative = inhibition, actives largely listed as inhibitors; AID 2675; TR-FRET MBNL1-His/biotin-(CUG)12 binding, 665/545 ratio; 280,000 tested, 0.036% active; active means well fitted inhibition curve with a large enough effect in the signal ratio, with a control signal flat, not every such curve was filed as active; inconclusive means small, poorly fitted or top-dose-only effect, or effect the other way, or a change in a side signal; inactive means no such curve, though single readings can be large or run the other way; the % refers to the signal ratio; further: on the % scale 0 is the no-effect control and ±100 the full control effect
Target sequence (Q9NR56 whole entry, looked up): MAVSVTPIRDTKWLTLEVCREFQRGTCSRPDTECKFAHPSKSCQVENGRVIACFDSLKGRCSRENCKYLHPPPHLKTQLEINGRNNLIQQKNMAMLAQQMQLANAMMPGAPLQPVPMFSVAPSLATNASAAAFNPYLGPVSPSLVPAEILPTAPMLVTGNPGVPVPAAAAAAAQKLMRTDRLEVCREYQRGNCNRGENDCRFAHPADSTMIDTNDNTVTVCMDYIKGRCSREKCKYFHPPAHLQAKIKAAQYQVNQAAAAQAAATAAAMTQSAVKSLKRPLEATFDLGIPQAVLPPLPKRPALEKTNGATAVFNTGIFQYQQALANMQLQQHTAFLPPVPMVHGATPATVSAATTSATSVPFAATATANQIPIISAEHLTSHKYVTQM
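Inhibition of protein-RNA binding appears as loss of TR-FRET between terbium anti-His antibody on MBNL1-His and streptavidin-XL665 on biotin-(CUG)12. Activity is normalized to buffer-only and uninhibited-complex controls.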
uPA surface inh: blocks generation of uPA at the cell surface. cell surface uPA generation assay, qHTS. Potency, µM (top dose mostly 38.3 µM), for inactives: at the top dose activity change, negative = inhibition, hits mostly inhibitors. 330,000 tested, 0.31% active. AID 540303; active means well fitted inhibition curve with a large enough effect; inconclusive means small, poorly fitted or top-dose-only effect; inactive means no such curve, though single readings can be large or run the other way; tested in mouse RAW 264.7 cells; further: on the % scale 0 is the no-effect control and ±100 the full control effect; nearly all actives have a fitted effect of over 55% in size
p53 reactivator: mutant p53 re-activation in reporter cells; H1299 p53-A138V BP100-luciferase reporter, luminescence, 24 h; Potency, µM (top dose mostly 92.2 µM), inactives show top-dose activity change, positive = activation, usual class: activators; 320,000 tested, 0.063% active; AID 504706; further: % of control where 0% means no effect; nearly all actives have a fitted effect of over 45% in size
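H1299 (p53-null), stable ts p53-A138V + BP100-Luc; 1000 cells/well, Opti-MEM/10% FBS; cpd 4 pt, 1:5; 24 h, 37 deg C, 5% CO2; detection reagent 10 min RT; luminescence.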
BRCA1 expr act: activators of BRCA1 expression. MCF7-BRCA1-FFLuc reporter, luminescence, 48 h; response scale: scaled: vehicle 0%, 10 µM genistein 100%. Potency, µM (highest dose often 46.1 µM), for the others: at the top dose activation, most hits filed as activators. 380,000 tested, 1.1% active. AID 624202; further: nearly all actives have a fitted effect of over 80% in size; some results filed as inactive show a strong effect at the top dose
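Reporter cells (MCF7, BRCA1 promoter-firefly luciferase) received library compounds across a concentration series for 48 h. End-point luminescence was measured and concentration-effect curves derived after normalization.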
RORg inh: blocks mouse ROR gamma transcriptional activity; 310,000 tested, 5.4% active; Drosophila S2 Gal4-RORgamma UAS-luciferase reporter, 20 h; Potency, µM (series often up to 53.6 µM), for inactives: at the highest dose activity change, negative = inhibition, most hits filed as inhibitors; further: on the % scale 0 is the no-effect control and ±100 the full control effect; nearly all actives have a fitted effect of over 60% in size
Target sequence (P51450 whole entry, looked up, the tested form may be a part): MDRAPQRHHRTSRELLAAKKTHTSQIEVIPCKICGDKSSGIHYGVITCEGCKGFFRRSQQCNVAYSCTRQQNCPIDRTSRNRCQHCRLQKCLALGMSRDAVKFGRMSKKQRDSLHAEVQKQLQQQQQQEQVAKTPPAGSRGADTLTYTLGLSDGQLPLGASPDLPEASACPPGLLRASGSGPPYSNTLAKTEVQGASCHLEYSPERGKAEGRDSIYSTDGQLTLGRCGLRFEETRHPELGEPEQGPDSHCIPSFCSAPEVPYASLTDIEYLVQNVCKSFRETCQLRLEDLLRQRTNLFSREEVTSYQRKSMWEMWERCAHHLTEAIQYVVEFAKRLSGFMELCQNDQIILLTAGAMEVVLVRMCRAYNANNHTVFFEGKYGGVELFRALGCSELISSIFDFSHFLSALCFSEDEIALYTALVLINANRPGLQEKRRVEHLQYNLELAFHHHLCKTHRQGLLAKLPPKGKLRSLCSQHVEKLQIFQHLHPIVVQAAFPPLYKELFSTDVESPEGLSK
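In this cell-based reporter format, copper sulfate (700 uM final) drives Gal4–ROR gamma fusion expression from a metallothionein promoter in Drosophila Schneider cells; compounds preincubated 1 hr, reporter read after 20 hr at ambient temperature.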
ELG1 genotoxic: inducers of genotoxicity in HEK293T ELG1-luciferase cells; HEK293T ELG1-luciferase reporter, luminescence, 16 h; AID 504466; Potency, µM (top dose mostly 46 µM), for inactives: at the top dose activity change, positive = activation, actives largely listed as activators; 330,000 tested, 1.3% active; further: % of control where 0% means no effect; nearly all actives have a fitted effect of over 60% in size
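HEK293T cells expressing luciferase-tagged ELG1 were treated with compound or DMSO for 16 hr at 37°C. Luciferase activity was then read after 30 min with ONE-Glo at room temperature; rising signal flags genetic stress.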
Rab9 promoter act: activators of Rab9 promoter; 320,000 tested, 2.8% active; Potency, µM (top dose mostly 9.22 µM), for inactives: at the top dose activation, negative = inhibition, hits mostly activators; AID 485297; Huh7 Rab9 promoter-luciferase reporter, luminescence, 24 h; further: % of control where 0% means no effect; nearly all actives have a fitted effect of over 60% in size
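Using Huh7 cells stably transfected with Rab9 promoter–luciferase, compounds were incubated 24 h at 37 °C, 5% CO2; luciferase luminescence was read 10 min after reagent addition.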
CXXC DNA block: MLL CXXC-DNA interaction inhibition; Q03164; MLL-CXXC / FITC-HOXA9 DNA fluorescence polarization; Potency, µM (top dose mostly 115 µM), for the others: top-dose activity change, negative = inhibition, usual class: inhibitors; 290,000 tested, 0.037% active; AID 2662; active means well fitted inhibition curve with a large enough effect in the polarisation, with a control signal flat, not every such curve was filed as active; inconclusive means small, poorly fitted or top-dose-only effect, or effect the other way, or a change in a side signal; inactive means no such curve, though single readings can be large or run the other way; the % refers to the polarisation
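Steps: dispense CXXC domain solution (7 uM) → pin compounds or unlabeled HOX-A9 DNA control → 5 min ambient → add FLSN-HOX-A9 solution (50 nM) → spin → 30 min ambient → fluorescence polarization. Tris pH 7.5/NaCl/DTT/BSA buffer.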
VP16 counter: inhibits Gal4-VP16 luciferase reporter, ROR gamma counter-screen. Potency, µM (titrated, usually from 53.6 µM), for inactives: at the top dose activity, negative = inhibition, actives largely listed as inhibitors. 310,000 tested, 3.5% active. Drosophila S2 Gal4-VP16 UAS-luciferase, luminescence, 20 h. AID 2546;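 further: Gal4-VP16 expression switched on by copper sulfate through the metallothionein promoter; on the % scale 0 is the no-effect control and ±100 the full control effect; nearly all actives have a fitted effect of over 50% in size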
FLuc counter: counter-screen for miR-21 project: firefly luciferase inhibitors or activators; 360,000 tested, 6.9% active; purified FLuc, Km substrates, luminescence inhibition; P08659; AID 588342; Potency, µM (titrated, usually from 57.5 µM), for inactives: at the top dose activity change, negative = inhibition, usual class: inhibitors;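 further: plate controls were vehicle for no effect and reference inhibitor for full effect; nearly all actives have a fitted effect of over 55% in size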
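Purified P. pyralis luciferase (10nM final) with 10uM D-luciferin and 10uM ATP (Km levels) in 50mM Tris acetate pH 7.5, 10mM Mg acetate, 0.01% Tween-20, 0.05% BSA; qHTS 6-point titration, ~60 µM downward; luminescence read.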
NPC1 promoter act: activators of NPC1 promoter. Huh7 NPC1 promoter luciferase reporter, 24 h. Potency, µM (titrated, usually from 9.22 µM), without a hit: at the highest dose activation, actives largely listed as activators. 320,000 tested, 2.4% active;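 further: % of control where 0% means no effect; nearly all actives have a fitted effect of over 60% in size; reporter is driven by a mutant NPC1 promoter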
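In 1536-well qHTS, Huh7 cells harboring an NPC1 promoter–luciferase construct received compound for 24 h; activation was quantified by luminescence following luciferase reagent addition.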
An asterisk follows results filed as active; ? = inconclusive; . = not tested or not shown; [ ] = dose if it differs, or a comment. Unless noted, the call rests on the fitted dose curve; in most records, active means well fitted curve in the direction sought with a large enough effect; inconclusive means small, poorly fitted or top-dose-only effect, or another doubt; inactive means no such curve, though single readings can be large; an effect the other way counts as inactive or inconclusive. Potency means the concentration at half of the fitted maximal effect. This is a subset; the hit share may differ from the screen's.

SMILES	MBNL1 CUG block	uPA surface inh	p53 reactivator	BRCA1 expr act	RORg inh	ELG1 genotoxic	Rab9 promoter act	CXXC DNA block	VP16 counter	FLuc counter	NPC1 promoter act
CCCCCCn1c(SCC(=O)Nc2cc(C)on2)nc2ccccc2c1=O	-5%	.	1%	-39%	4µM*	15%	0%	6%	8%[0.365 µM]	6%	2%
O=C(Cn1cc2c(n1)CCCCC2)NCCN1CCOCC1	-11%	-92%	0%	-21%	-14%	0%	0%	7%	6%	1%	1%
COc1cc2c(cc1OC)[C@@H]1Cc3ccc(OC)c(OC)c3CN1CC2	7%	11%	-1%	-11%	15%	-6%	-5%	24%	-11%	-2%	0%
O=C(CCC1CCCN(C(=O)C2CCCC2)C1)NCc1ccc(F)c(F)c1 (stereo not drawn)	2%	-10%	-3%	1%	10%	1%	3%	-1%	12%	-8%	-4%
CCOC(=O)C1=C(N)Oc2ccc3ccccc3c2C1c1cccc(O)c1 (stereo not drawn)	-6%	8%	.	-35%	-19%	0%	-3%	30%[activator]	?	6%	0%
CCOC(=O)N1CCC(NC(=O)Cn2cc3c(n2)CCCCC3)CC1	?	1%	-1%	6%	?	-11%	0%	-1%	?	-2%	-3%
CC(=O)NCCC1CCN(C(=O)C2CCC(=O)N(C3CCCC3)C2)CC1 (stereo not drawn)	-6%	-2%	3%	1%	-1%	5%	0%	29%	-2%	4%	-4%
Clc1ccc(C2Nc3ccccc3-n3cccc32)cc1 (stereo not drawn)	21%	-1%	6%	-15%	-10%	6%	20%	11%	-7%	-12%	13%
COc1cccc(-c2noc(-c3ccc(Br)o3)n2)c1	-2%	-1%	-6%	35%	10%	?	1.4µM*	6%	0%	3µM*	2.5µM*
COc1ccc(Cl)cc1NC(=O)CSc1nnc(CN2CCOCC2)n1-c1ccc(Cl)cc1	-4%	.	-8%	-13%	6%	-5%	-2%	-6%	-6%	-1%	-2%
Cc1ccc(CNC(=O)CS(=O)Cc2nc(-c3cccs3)oc2C)cc1 (stereo not drawn)	6%	?	1%	-3%	-2%	1%	-5%	-5%	9%	1%	0%
O=C(CCNC(=O)c1ccco1)Nc1ccc(OC(F)(F)F)cc1	6%	1%	4%	36%	20%	-1%	3%	4%	7%	3%	-4%
CCCCNC(=O)CCn1nc(-c2ccccc2)ccc1=O	10%	-1%	-12%	-7%	-9%	2%	-1%	7%	-5%	-1%	-6%
COc1ccc(Cc2c(C)nc(N)nc2Cl)cc1	4%	-4%	-14%	11%	1%	1%	-5%	3%	-4%	2%	-1%
C#CCOCCOCCOCCNc1nc(N2CCN(C(=O)[C@H]([C@@H](C)CC)n3cc([C@@H](N)CO)nn3)CC2)nc(N2CCN(C(=O)[C@H]([C@@H](C)CC)n3cc([C@@H](N)CO)nn3)CC2)n1	7%	.	1%	.	5%	1%	-9%	?	-13%	-3%	-1%
CCCCn1c(SCC(=O)Nc2nnc(C)s2)nnc1-c1ccoc1C	-4%	-3%	-6%	0%	20%	3%	4%	-2%	-4%	1%	3%
COC(=O)CSc1ccc(S(=O)(=O)N2CCC(C)CC2)cc1[N+](=O)[O-]	9%	-6%	-1%	-26%	22%	2%	-7%	-3%	-9%	3%	-5%
Cc1ccccc1NC(=O)c1cc(S(=O)(=O)N2CCOCC2)cn1C	-3%	-16%	10%	-19%	4%	5%	2%	.	1%	5%	-2%
O=C(COc1ccc(-n2cnnn2)cc1)Nc1ccccc1OC(F)F	.	-1%	-5%	-1%	.	2%	-1%	.	.	-1%	1%
CCCN(CC(=O)Nc1ccccc1C)C(=O)c1nn(CC)c(=O)c2ccccc12	.	-6%	-6%	-20%	.	0%	-3%	.	.	3%	-2%
CCC(SC1=NCCS1)C(=O)Nc1nnc(-c2ccccc2OC)s1 (stereo not drawn)	?	-3%	-1%	-26%	6.3µM*	-15%	-7%	13%	16µM*	7%	-5%
Cc1ccc(C(NC(=O)N2CCCC2)C(Cl)Cl)cc1F (stereo not drawn)	0%	-2%	4%	4%	-11%	-3%	-14%	12%	4%	0%	1%
Cc1ccc(C(=O)Nc2onc(C)c2C#N)cc1	-2%	2%	15%	-7%	31%	1%	-3%	-3%	-10%	-17%	3%
COC(=O)/C=C1/S/C(=N/NC(=O)c2ccc(OC)cc2)NC1=O	6%	3%	-6%	8%	14µM*	3%	-2%	10%	?	-15%	-1%
Cc1nc2ncnn2c(C)c1CCC(=O)O	3%	2%	1%	14%	6%	1%	-2%	15%	13%	1%	0%
COc1ccc(C(CNC(=O)c2cc(S(=O)(=O)NCc3ccccc3)ccc2C)N2CCOCC2)cc1 (stereo not drawn)	.	-7%	-4%	5%	.	-3%	-5%	.	.	1%	2%
COc1ccc(NC(=O)CC(C)c2ccccc2)c([N+](=O)[O-])c1 (stereo not drawn)	?	0%	17%	50%	?	-1%	-3%	6%	0%	-2%	3%
COc1ccc(C(=O)Nc2nccs2)cc1	-2%	-5%	5%	?	-19%	?	3.2µM*	-1%	-6%	19µM*	2.2µM*
COc1ccc(Oc2c(Cl)cnn(-c3ccc(F)cc3)c2=O)cc1	?	5%	3%	-30%	41%	2%	-1%	16%	-11%	-2%	-3%
CCOC(=O)[C@H]1[C@H]2COc3ccc(C)cc3[C@@H]2N2C(=O)CN(Cc3ccc(Cl)cc3)C(=O)[C@@]12C	.	15%	13%	7%	.	-5%	-4%	.	.	0%	-6%

Some entries already given, reduced to FLuc counter and MBNL1 CUG block.
| SMILES | FLuc counter | MBNL1 CUG block |
| --- | --- | --- |
| COC(=O)/C=C1/S/C(=N/NC(=O)c2ccc(OC)cc2)NC1=O | -15% | 6% |
| CCOC(=O)[C@H]1[C@H]2COc3ccc(C)cc3[C@@H]2N2C(=O)CN(Cc3ccc(Cl)cc3)C(=O)[C@@]12C | 0% | . |
| COc1ccc(NC(=O)CC(C)c2ccccc2)c([N+](=O)[O-])c1 (stereo not drawn) | -2% | ? |

Going on with the list.
SMILES	MBNL1 CUG block	uPA surface inh	p53 reactivator	BRCA1 expr act	RORg inh	ELG1 genotoxic	Rab9 promoter act	CXXC DNA block	VP16 counter	FLuc counter	NPC1 promoter act
COc1ccc(-c2nnc(NC(=O)c3ccc(F)cc3)o2)cc1	?	?	11%	5%	0.11µM*	1%	-9%	-10%	?	1%	-8%
O=Cc1c(N2CCSCC2)nc2ccccn2c1=O	21%	5%	-3%	-2%	0%	4%	-2%	4%	1%	6%	-3%
Cn1c(=O)[nH]c(=O)c2c1nc(N1CCOCC1)n2CCCSc1ncccn1	-10%	-1%	1%	-3%	17%	3%	15%	3%	-5%	1%	7%
CCO[C@@H]1OC(C(N)=O)=C[C@H](c2ccc(C(F)(F)F)cc2)[C@H]1CCCO	0%	-6%	-7%	-8%	1%	2%	0%	-23%	5%	2%	-1%
Cc1ccc(NC(=O)CN2C(=O)S/C(=C\c3ccccn3)C2=O)cc1	0%	9%	-3%	-6%	-15%	6%	0%	2%	-8%[10 µM]	1%	-4%
CCn1c(=O)c(CCC(=O)NCC2CCCO2)c(C)c2c(C)nn(-c3ccccc3)c21 (stereo not drawn)	2%	9%	-6%	-5%	18%	-15%	-7%	-2%	4%	1%	-3%
CC(C)(C)NC(=O)NC(=O)COC(=O)c1cc(=O)[nH]c2ccccc12	18%	2%	1%	-19%	-20%	2%	5%	2%	-2%	-5%	1%
COc1cccc(COC(=O)CCNC(=O)c2ccc(Cl)cc2)c1OC	.	5%	-6%	2%	.	4%	1%	.	.	2%	-3%
COc1ccc(-c2csc3nc(C)nc(N4CCC(C)CC4)c23)cc1OC	13%	-5%	-3%	-88%	7.1µM*	?	-6%	-4%	11%[10 µM]	-16%	-8%
Cc1nc2cc(O)ccc2n1C	-5%	-3%	5%	0%	2%	-1%	1%	2%	-5%	0%	-6%
Cc1onc(-c2ccccc2Cl)c1C(=O)Nc1ccccc1	16%	6%	-11%	-8%	-39%	2%	1%	2%	-1%	5%	1%
COc1cc(C)c(NC(=O)C(=S)N2CCCC2)cc1C	-23%	-4%	0%	-1%	15%	1%	-1%	-3%	3%	3%	-3%
COc1cc(C)nc(NS(=O)(=O)c2ccc(C)cc2)n1	2%	-1%	-2%	6%	7%[0.365 µM]	0%	2%	7%	.	4%	0%
O=C(O)CN1C(=O)CNC1=O	4%	-1%	1%	5%	?	3%	-3%	-3%	-9%	3%	1%
COC(=O)C1CSC(C(=O)OC)N1C(=O)CN1CC(C)OC(C)C1 (stereo not drawn)	-1%	.	9%	1%	?	0%	-2%	0%	4%	-2%	1%
